High-throughput results deposited in PubChem by NMMLSC.
Autofluor Jurkat – autofluorescence counter-screen for VLA-4 integrin assays; Jurkat cells, compound autofluorescence, flow cytometry; hits give high values; 1 = vehicle-only cell background; 24,000 compounds, 0.61% hits; fluorescence ratio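 (tested at 10 µM compound in the well)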;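 active means fluorescence ratio above 2.44, which is 1 plus 3 SD of all ratios; inconclusive means signal too bright to measure linearly, ratio around 10 or more; inactive means fluorescence ratio below 2.44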;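 further: green fluorescence of cells measured with 488 nm excitation and 530 nm emission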
VLA-4 antagonist – blocks LDV-FITC ligand binding to Mn2+-activated human VLA-4 integrin | P13612 | Jurkat cells, LDV-FITC binding with Mn2+, flow cytometry; 100% = Mn2+-driven binding gain fully reversed | inhibition, % at 10 µM (by protocol) | 24,000 compounds, 0.2% hits;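 active means inhibition above 50%; inconclusive means compound itself fluorescent, judged against control cell fluorescence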;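 further: 0% = Mn2+ stimulated cells lacking compound and 100% = ligand binding without Mn2+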
Target sequence (P13612 whole entry, looked up): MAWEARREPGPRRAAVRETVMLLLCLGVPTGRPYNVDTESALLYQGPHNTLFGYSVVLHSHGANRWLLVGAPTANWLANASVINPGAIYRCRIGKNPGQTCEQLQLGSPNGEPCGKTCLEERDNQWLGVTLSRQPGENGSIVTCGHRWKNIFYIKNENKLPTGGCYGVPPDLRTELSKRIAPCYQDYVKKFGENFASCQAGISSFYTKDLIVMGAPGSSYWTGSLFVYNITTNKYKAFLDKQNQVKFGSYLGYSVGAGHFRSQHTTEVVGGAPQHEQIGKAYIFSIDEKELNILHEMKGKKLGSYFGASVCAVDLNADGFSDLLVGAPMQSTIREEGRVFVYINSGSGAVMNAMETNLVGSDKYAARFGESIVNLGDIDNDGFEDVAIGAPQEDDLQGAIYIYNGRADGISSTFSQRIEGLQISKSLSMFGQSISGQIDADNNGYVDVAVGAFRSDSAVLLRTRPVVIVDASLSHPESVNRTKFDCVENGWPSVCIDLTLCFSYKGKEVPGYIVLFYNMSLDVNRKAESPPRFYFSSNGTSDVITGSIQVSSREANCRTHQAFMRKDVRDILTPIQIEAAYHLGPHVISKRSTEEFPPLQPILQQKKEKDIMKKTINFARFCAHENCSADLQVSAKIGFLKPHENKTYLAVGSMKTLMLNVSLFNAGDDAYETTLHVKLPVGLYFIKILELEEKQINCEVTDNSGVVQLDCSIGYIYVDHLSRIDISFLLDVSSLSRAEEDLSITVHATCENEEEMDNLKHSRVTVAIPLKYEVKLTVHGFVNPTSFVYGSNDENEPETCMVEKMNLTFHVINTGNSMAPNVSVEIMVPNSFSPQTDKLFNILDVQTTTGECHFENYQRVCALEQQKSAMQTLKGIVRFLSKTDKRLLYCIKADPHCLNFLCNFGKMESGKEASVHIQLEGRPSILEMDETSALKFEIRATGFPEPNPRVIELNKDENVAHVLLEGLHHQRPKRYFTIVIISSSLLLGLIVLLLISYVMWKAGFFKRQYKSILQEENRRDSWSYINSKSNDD
LNCaP diff act – promotes differentiation of LNCaP prostate cells. 24,000 compounds, 0.56% hits. AID 795. flow cytometry side scatter, 4 d. side scatter shift, % at 10 µM;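 active means side scatter shift above 30%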;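 further: androgen-responsive LNCaP prostate cancer cells in charcoal-stripped serum medium; percent of cells past a gate set so DMSO wells show 10% shift; higher shift means more granular cells and more differentiation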
VLA-4 agonist – allosterically activates the human VLA-4 integrin; P13612; Jurkat cells, LDV-FITC binding, flow cytometry; activation, % at 10 µM (by protocol); 24,000 tested, under 10 active; AID 528;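 active means fluorescent ligand binding to cells raised by more than 40% of the manganese-induced maximum; inconclusive means compound's own fluorescence above 85% of the ligand control signal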;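 further: 0% = ligand binding without compound and 100% = manganese-stimulated maximal binding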
An asterisk follows results filed as active; ? = inconclusive; . = no result given.

SMILES | Autofluor Jurkat | VLA-4 antagonist | LNCaP diff act | VLA-4 agonist
CNC(=O)Oc1ccc2c(c1)[C@]1(C)CCN(C)[C@@H]1N2C | 1 | -6 | 0 | -4
CCOc1ccc2[nH]cc(C(=O)N3CCN(CC)CC3)c(=O)c2c1 | 1 | -6 | 11 | 8
CCS(=O)(=O)c1nc2ccccc2n1CC(=O)N1CCOCC1 | 0.96 | -20 | 8 | 4
COc1ccc(N2CCN(CCCNS(=O)(=O)c3c(C)noc3/C=C/N(C)C)CC2)cc1 | 1.1 | -6 | 4 | -3
O=C(c1csc2ccccc12)N1CCCCCC1 | 1 | 8 | 11 | -8
CCSc1nc(O)c(CC)c(=O)n1C(C)CC (configuration not stated) | 1 | 7 | 5 | 0
O=c1c2ccccc2c2ccccc2c(=O)n1Cc1cccnc1 | 1 | 8 | 5 | 6
O=C1NC(c2ccncc2)Nc2sc3c(c21)CCCC3 (configuration not stated) | 1.1 | -12 | 3 | 7
COc1ccccc1CNC(=O)C(NC(=O)C1CCCCC1)C(C)C (configuration not stated) | 1 | -3 | 2 | 2
Cc1cc(-c2ccco2)n(CC(=O)O)n1 | 1 | -21 | 14 | 10
CCOC(=O)N1CCN(c2nc(N(c3ccccc3)c3ccccc3)nc(-n3ccnc3)n2)CC1 | 1.2 | 16 | 0 | -6
Cc1ccc(C(O)c2nc3ccccc3n2C(C)C)cc1 (configuration not stated) | 0.97 | 12 | 10 | -2
O=C(NCc1cccnc1)c1noc2c1CCCCC2 | 1.1 | 5 | 9 | 0
O=C(CNC(=O)c1cc2ccccc2o1)NCc1cccs1 | 0.99 | -15 | 7 | 2
Cc1cc(/C=c2/sc3nc4ccccc4n3c2=O)c(C)n1-c1ccccn1 | 3.7* | ? | 14 | ?
COc1ccc(CCNC(=O)CCCn2c(SCC#N)nc3ccccc3c2=O)cc1OC | 1.1 | 14 | 17 | -12
Cc1nn(-c2ccc(F)cc2)c2sc(C(=O)N3CCCCCC3)cc12 | 0.95 | -6 | 5 | -3
CCOC(=O)c1ccccc1Nc1cc(C)nc2nc(C)nn12 | 0.81 | ? | 17 | ?
Cc1ccc(S(=O)(=O)NCCCCCC(=O)NC(C)(C)CO)cc1 | 1 | 8 | 4 | 1
CCOC(=O)c1sc(Nc2nc3c(OC)cccc3s2)nc1C | 1.4 | ? | 7 | ?
O=C1CC(c2ccc(F)c(Br)c2)C2=C(CCCC2=O)N1 (configuration not stated) | 0.96 | -3 | 7 | 0
CCCn1c2ccccc2c2nnc(SCC(=O)Nc3ncccn3)nc21 | 1.1 | 4 | 5 | -4
C/C(=N\O)C1(C)N(O)C(C)(C)C(c2ccc(Br)cc2)=[N+]1[O-] (configuration not stated) | 1.1 | -13 | 11 | 2
Cc1cc(NC(=O)CCOc2ccccc2)no1 | 1.1 | -10 | 6 | -7
CC(C)C(c1nnnn1C1CCCC1)N1CCN(C(=O)c2ccco2)CC1 (configuration not stated) | 1.1 | 1 | 4 | 1
CCOC(=O)c1ccc2[nH]cc(C(C)=O)c(=O)c2c1 | 1 | -107 | 3 | 23
COc1ccc(NC(=O)Cn2nnc(C(N)=O)c2N)c(OC)c1 | 1.1 | ? | 7 | ?
CC1Cc2ccccc2N1C(=O)CSc1nnc2n1C(C)(C)Cc1ccccc1-2 (configuration not stated) | 1.1 | -8 | 8 | -11
CCN(CCCNC(=O)C1CCN(S(=O)(=O)c2c(C)[nH]c(=O)[nH]c2=O)CC1)c1cccc(C)c1 | 0.98 | -21 | 3 | -2
CCOc1ccc2[nH]c(C)c(CN3CCCCC3)c(=O)c2c1 | 1.1 | 14 | 8 | -2
COc1cc(OC)c(C2C(C(=O)Nc3ccccc3)=C(C)Nc3ncnn32)cc1OC (configuration not stated) | 0.98 | -4 | 9 | 5
c1ccc(CC2CNc3ccccc3CN2)cc1 (configuration not stated) | 0.98 | -2 | 5 | 5
O=C(C1CCN(S(=O)(=O)c2cccs2)CC1)N1CCCCCC1 | 1.1 | -3 | 3 | 3
COc1ccc(OC)c(NC(=O)C(CC(C)C)NC(=O)C2CCCCC2)c1 (configuration not stated) | 0.98 | 3 | 4 | 2
COc1ccc(NC(=O)CSC2=NC(=O)CC(C)=N2)cc1 | 1.1 | ? | 9 | ?
CC(=O)C1=C(O)C=C(c2ccco2)CC1c1ccco1 (configuration not stated) | 1.1 | 11 | 11 | -4
COc1ccccc1CNC(=O)c1ccc(CNc2c(N3CCCC3)c(=O)c2=O)cc1 | 1 | -3 | 2 | -4
c1cc(-c2nn[nH]n2)ccc1CN1CCCCC1 | 1 | -2 | 7 | 1
O=C1c2ccccc2C(Nc2cccnc2)N1Cc1ccccc1Cl (configuration not stated) | 1.1 | -10 | 10 | -2
O=C(CN1CCN(Cc2ccccc2)CC1)Nc1ccc(Cl)cn1 | 0.99 | 7 | 10 | -11
COC(=O)CNC(=O)Cn1cnc2sc(C)c(S(=O)(=O)N3CCC(C)CC3)c2c1=O | 1 | 1 | 3 | 3
COCCCNC(=O)Cn1cc2c(n1)CCC(C)C2 (configuration not stated) | 1 | -12 | 5 | 3
COc1ccc(OC)c(C2=NOC(C(=O)Nc3cccc(C(C)=O)c3)C2)c1 (configuration not stated) | 1 | 3 | 5 | 5
O=C(O)C1CCC(CNCc2cccnc2)CC1 (configuration not stated) | 1 | -9 | 6 | 0
FC(F)(F)Oc1ccc(Nc2nc3ccccc3o2)cc1 | 1.2 | -16 | 17 | 1
COc1ccc2c(c1)CCc1c(C(=O)N3CC4(C)CC3CC(C)(C)C4)noc1-2 (configuration not stated) | 1.1 | -16 | 8 | 3
CCOC(=O)N1CCN(S(=O)(=O)c2ccc(Br)s2)CC1 | 1 | -21 | 25 | -2
CCOC(=O)C1CCN(C(=O)CSc2cc(=O)n(C)c3ccccc23)CC1 | 1 | -2 | 8 | 0
COc1cccc(C(=O)OCn2nnc3ccccc3c2=O)c1 | 1 | -8 | 4 | 1
Cn1c(=O)cc(OCC(=O)NC2CCCCC2)c2ccccc21 | 1.1 | -17 | 20 | 8
CCC(Cc1ccccc1)NC(=O)CN1C(=O)CSc2ncccc21 (configuration not stated) | 1.1 | 1 | 3 | 1
CCc1cccc2c(=O)c(C(=O)N3CCCCCC3)c[nH]c12 | 1 | -4 | 19 | 6
NC(=O)NC(c1ccccc1)c1ccccc1F (configuration not stated) | 1.1 | -21 | 3 | 2
Cc1nnc(N(Cc2ccco2)C(=O)c2cccc(C#N)c2)s1 | 1.1 | -8 | 14 | 0
COC(=O)c1ccc(OCc2nc(N)nc(N3CCOCC3)n2)cc1 | 1 | -8 | 4 | 3
CC(C)(C)NC(=O)CN(Cc1cccs1)C(=O)c1csnn1 | 1 | 4 | 9 | 1
Cc1ccc(Cn2c(NCCc3ccccc3)nc3c2c(=O)n(C)c(=O)n3C)cc1 | 0.93 | 2 | 12 | -7
O=C(CC(=O)c1cc(Cl)ccc1O)c1ccccc1 | 1.2 | 14 | 23 | 4
CCN(CCNC(=O)c1cccc(N2CCCC2=O)c1)c1ccccc1 | 1.1 | -36 | 22 | 2
O=C(Nc1cccc2c1CCCC2)C1CCN(c2nnnn2-c2ccccc2)CC1 | 1.1 | 4 | 12 | -10

Exported with two lines to a compound: 3 of the compounds above
Order of values: Autofluor Jurkat	VLA-4 antagonist	LNCaP diff act	VLA-4 agonist
CCC(Cc1ccccc1)NC(=O)CN1C(=O)CSc2ncccc21 (configuration not stated)
 : 1.1	1	3	1
CCc1cccc2c(=O)c(C(=O)N3CCCCCC3)c[nH]c12
 : 1	-4	19	6
NC(=O)NC(c1ccccc1)c1ccccc1F (configuration not stated)
 : 1.1	-21	3	2

Carrying on.
SMILES | Autofluor Jurkat | VLA-4 antagonist | LNCaP diff act | VLA-4 agonist
CC(C)NC(=O)c1ccccc1NC(=O)c1ccccc1N(C)S(C)(=O)=O | 1.1 | -28 | 14 | -6
CC1=Nn2c(nnc2-c2ccccc2)SC1 | 0.99 | -7 | 6 | -4
Cn1c(=O)c2c(ncn2CC(=O)OCC(=O)NC2CCCc3ccccc32)n(C)c1=O (configuration not stated) | 1.1 | -4 | 8 | -4
CCOc1ccccc1-c1nc(C(N)=O)c2[nH]c(=O)n(-c3cccc(C)c3)c2n1 | 1.1 | 34 | 5 | -8
Cc1cc(C)c(C(=O)CSc2nnc(-c3ccccc3Br)o2)cc1C | 0.98 | -22 | 9 | -2
CCNC(=O)C1CC(=O)N(Cc2ccc3c(c2)OCO3)C(=Nc2ccc(OCC)cc2)S1 (configuration not stated) | 0.98 | -16 | 15 | 0
O=C(CN1CCN(C(=O)c2cccs2)CC1)Nc1ccc(Br)cc1 | 0.99 | 7 | 6 | 5
O=C(NCCN1CCN(c2ccccc2)CC1)C1CCN(S(=O)(=O)c2cccc3nonc23)CC1 | 1.2 | ? | 18 | -10
CCOc1ccc2ccccc2c1C(=O)N1CCN(c2ccccc2)CC1 | 1.1 | -8 | 29 | -2
O=C(COC(=O)c1ccc(Br)o1)Nc1ccc(S(=O)(=O)N2CCCC2)cc1 | 0.92 | 6 | 12 | -8
COc1ccc(C2c3c(oc4ccccc4c3=O)C(=O)N2Cc2ccncc2)cc1OC (configuration not stated) | 0.97 | -8 | 3 | 3
Cc1ccc(CN2C(=O)CCC2C(=O)NCc2ccc3c(c2)OCO3)cc1 (configuration not stated) | 0.94 | 5 | 15 | 1
Cn1cnc(S(=O)(=O)Nc2ccc(C(F)(F)F)cc2)c1 | 1 | 2 | 5 | 2
C=CCn1c(NC)cc(=O)n(C)c1=O | 1.1 | -1 | 11 | 1
Fc1ccc2[nH]c3c(N4CCN(c5ccccc5)CC4)ncnc3c2c1 | 1 | 2 | . | 10

4 of the compounds above, field by field:
CC1=Nn2c(nnc2-c2ccccc2)SC1
  Autofluor Jurkat = 0.99	VLA-4 antagonist = -7	LNCaP diff act = 6	VLA-4 agonist = -4
Cn1c(=O)c2c(ncn2CC(=O)OCC(=O)NC2CCCc3ccccc32)n(C)c1=O (configuration not stated)
  Autofluor Jurkat = 1.1	VLA-4 antagonist = -4	LNCaP diff act = 8	VLA-4 agonist = -4
CCOc1ccccc1-c1nc(C(N)=O)c2[nH]c(=O)n(-c3cccc(C)c3)c2n1
  Autofluor Jurkat = 1.1	VLA-4 antagonist = 34	LNCaP diff act = 5	VLA-4 agonist = -8
Cc1cc(C)c(C(=O)CSc2nnc(-c3ccccc3Br)o2)cc1C
  Autofluor Jurkat = 0.98	VLA-4 antagonist = -22	LNCaP diff act = 9	VLA-4 agonist = -2

New compounds follow
SMILES | Autofluor Jurkat | VLA-4 antagonist | LNCaP diff act | VLA-4 agonist
CCC1Oc2ccc(C)cc2N(CC(=O)NCCC2=CCCCC2)C1=O (configuration not stated) | 1 | -37 | 9 | 13
O=C(NCc1cccs1)C1CCCN(c2nc3ccccc3o2)C1 (configuration not stated) | 0.98 | 0 | 6 | 7
Cc1nc(S(=O)(=O)N2CCOCC2)c(C#N)c(C)c1Cl | 1.3 | ? | 6 | ?
CC1(C)CC(=O)C=C(Nc2ccccc2O)C1 | 1.1 | 11 | 7 | -1
Cc1cc(C(F)(F)F)c(C#N)c(SCC(=O)NC(C)(C)C)n1 | 1.2 | 14 | 0 | -4
C/C=C/Cn1c(Br)nc2c1c(=O)[nH]c(=O)n2C | 0.94 | -2 | 12 | -4
Cc1ccc2c(c1)NCC(C(=O)NC1CCC(C)CC1)O2 (configuration not stated) | 1 | 10 | 5 | -3
CC(=O)OCC(=O)[C@@]1(O)CC[C@H]2[C@@H]3CCC4=CC(=O)CC[C@]4(C)[C@H]3C(=O)C[C@@]21C | 1 | -24 | 3 | 2
O=C(CSc1nnc(Cc2cc(=O)[nH]c(=O)[nH]2)n1-c1ccccc1)N1CCCC1 | 1.1 | 27 | 14 | -4
O=C(c1ccco1)N1CCN(S(=O)(=O)c2ccc3c(c2)CCN3C(=O)C2CC2)CC1 | 1 | -2 | 9 | 2
O=C(NCC(c1cccnc1)N1CCN(c2ccccc2F)CC1)OCc1ccccc1 (configuration not stated) | 1.2 | ? | 2 | ?
CC(C)(C)n1ncc2c(=O)n(CC(=O)NCc3ccc(F)cc3)cnc21 | 1.1 | -2 | 20 | 1
COc1cccc(C2C(C(=O)OCc3ccccc3)=C(C)Nc3ncnn32)c1OC (configuration not stated) | 1.1 | 11 | 4 | 5
O=C(CN1CCCN(Cc2ccc(F)cc2Cl)C1=O)NCc1ccccc1 | 1.1 | -13 | 1 | -4
CCOC(=O)CN1CC23C=CC(O2)C(C(=O)NCc2ccc(F)cc2)C3C1=O (configuration not stated) | 0.95 | 14 | 8 | 0
CCOc1cc2[nH]c(=O)n(CCCCC(=O)N3CCCCCC3)c(=O)c2cc1OCC | 0.96 | 10 | 8 | 1
COc1ccccc1OCC(O)Cn1nc(C)cc1C (configuration not stated) | 1.2 | ? | 10 | ?
COc1cc2[nH]c3c(=O)n(CCN(C(C)C)C(C)C)cnc3c2cc1OC | 0.97 | -7 | 11 | -2
O=C(Nc1ccc(N2CCCCC2)cc1)c1ccc(F)cc1 | 1.1 | -9 | 13 | 6
CCCN(C(=O)Cc1nc(N)n[nH]1)C1(C(=O)Nc2c(C)cccc2C)CCCCC1 | 1 | 6 | 4 | 3
CCn1c(SCC(=O)Nc2cc(C)on2)nc2sc3c(c2c1=O)CCCC3 | 1.3 | ? | 10 | ?

A portion of the library (hit frequency here may not be typical).
